From PubChem
Pf apPOL block – Pf-apPOL inhibitors, biochemical, fluorescence; Plasmodium falciparum apicoplast DNA polymerase (apPOL); Recombinant Pf-apPOL, molecular beacon fluorescence, 1.5 h; inhibition, % at 10 µM; 210,000 compounds, 0.25% hits; AID 1794808, 2022
mHTT CaM bind – mutant huntingtin-calmodulin interaction inhibitors – biochemical, AlphaScreen, primary screen. inhibition, % at 15 µM. AlphaScreen His-mHTT/GST-CaM binding, luminescence. P42858. 190,000 compounds, 3.6% hits;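 also: 0% = both proteins with DMSO and 100% = one protein alone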
Target sequence (P42858 whole entry, looked up, stated change not applied): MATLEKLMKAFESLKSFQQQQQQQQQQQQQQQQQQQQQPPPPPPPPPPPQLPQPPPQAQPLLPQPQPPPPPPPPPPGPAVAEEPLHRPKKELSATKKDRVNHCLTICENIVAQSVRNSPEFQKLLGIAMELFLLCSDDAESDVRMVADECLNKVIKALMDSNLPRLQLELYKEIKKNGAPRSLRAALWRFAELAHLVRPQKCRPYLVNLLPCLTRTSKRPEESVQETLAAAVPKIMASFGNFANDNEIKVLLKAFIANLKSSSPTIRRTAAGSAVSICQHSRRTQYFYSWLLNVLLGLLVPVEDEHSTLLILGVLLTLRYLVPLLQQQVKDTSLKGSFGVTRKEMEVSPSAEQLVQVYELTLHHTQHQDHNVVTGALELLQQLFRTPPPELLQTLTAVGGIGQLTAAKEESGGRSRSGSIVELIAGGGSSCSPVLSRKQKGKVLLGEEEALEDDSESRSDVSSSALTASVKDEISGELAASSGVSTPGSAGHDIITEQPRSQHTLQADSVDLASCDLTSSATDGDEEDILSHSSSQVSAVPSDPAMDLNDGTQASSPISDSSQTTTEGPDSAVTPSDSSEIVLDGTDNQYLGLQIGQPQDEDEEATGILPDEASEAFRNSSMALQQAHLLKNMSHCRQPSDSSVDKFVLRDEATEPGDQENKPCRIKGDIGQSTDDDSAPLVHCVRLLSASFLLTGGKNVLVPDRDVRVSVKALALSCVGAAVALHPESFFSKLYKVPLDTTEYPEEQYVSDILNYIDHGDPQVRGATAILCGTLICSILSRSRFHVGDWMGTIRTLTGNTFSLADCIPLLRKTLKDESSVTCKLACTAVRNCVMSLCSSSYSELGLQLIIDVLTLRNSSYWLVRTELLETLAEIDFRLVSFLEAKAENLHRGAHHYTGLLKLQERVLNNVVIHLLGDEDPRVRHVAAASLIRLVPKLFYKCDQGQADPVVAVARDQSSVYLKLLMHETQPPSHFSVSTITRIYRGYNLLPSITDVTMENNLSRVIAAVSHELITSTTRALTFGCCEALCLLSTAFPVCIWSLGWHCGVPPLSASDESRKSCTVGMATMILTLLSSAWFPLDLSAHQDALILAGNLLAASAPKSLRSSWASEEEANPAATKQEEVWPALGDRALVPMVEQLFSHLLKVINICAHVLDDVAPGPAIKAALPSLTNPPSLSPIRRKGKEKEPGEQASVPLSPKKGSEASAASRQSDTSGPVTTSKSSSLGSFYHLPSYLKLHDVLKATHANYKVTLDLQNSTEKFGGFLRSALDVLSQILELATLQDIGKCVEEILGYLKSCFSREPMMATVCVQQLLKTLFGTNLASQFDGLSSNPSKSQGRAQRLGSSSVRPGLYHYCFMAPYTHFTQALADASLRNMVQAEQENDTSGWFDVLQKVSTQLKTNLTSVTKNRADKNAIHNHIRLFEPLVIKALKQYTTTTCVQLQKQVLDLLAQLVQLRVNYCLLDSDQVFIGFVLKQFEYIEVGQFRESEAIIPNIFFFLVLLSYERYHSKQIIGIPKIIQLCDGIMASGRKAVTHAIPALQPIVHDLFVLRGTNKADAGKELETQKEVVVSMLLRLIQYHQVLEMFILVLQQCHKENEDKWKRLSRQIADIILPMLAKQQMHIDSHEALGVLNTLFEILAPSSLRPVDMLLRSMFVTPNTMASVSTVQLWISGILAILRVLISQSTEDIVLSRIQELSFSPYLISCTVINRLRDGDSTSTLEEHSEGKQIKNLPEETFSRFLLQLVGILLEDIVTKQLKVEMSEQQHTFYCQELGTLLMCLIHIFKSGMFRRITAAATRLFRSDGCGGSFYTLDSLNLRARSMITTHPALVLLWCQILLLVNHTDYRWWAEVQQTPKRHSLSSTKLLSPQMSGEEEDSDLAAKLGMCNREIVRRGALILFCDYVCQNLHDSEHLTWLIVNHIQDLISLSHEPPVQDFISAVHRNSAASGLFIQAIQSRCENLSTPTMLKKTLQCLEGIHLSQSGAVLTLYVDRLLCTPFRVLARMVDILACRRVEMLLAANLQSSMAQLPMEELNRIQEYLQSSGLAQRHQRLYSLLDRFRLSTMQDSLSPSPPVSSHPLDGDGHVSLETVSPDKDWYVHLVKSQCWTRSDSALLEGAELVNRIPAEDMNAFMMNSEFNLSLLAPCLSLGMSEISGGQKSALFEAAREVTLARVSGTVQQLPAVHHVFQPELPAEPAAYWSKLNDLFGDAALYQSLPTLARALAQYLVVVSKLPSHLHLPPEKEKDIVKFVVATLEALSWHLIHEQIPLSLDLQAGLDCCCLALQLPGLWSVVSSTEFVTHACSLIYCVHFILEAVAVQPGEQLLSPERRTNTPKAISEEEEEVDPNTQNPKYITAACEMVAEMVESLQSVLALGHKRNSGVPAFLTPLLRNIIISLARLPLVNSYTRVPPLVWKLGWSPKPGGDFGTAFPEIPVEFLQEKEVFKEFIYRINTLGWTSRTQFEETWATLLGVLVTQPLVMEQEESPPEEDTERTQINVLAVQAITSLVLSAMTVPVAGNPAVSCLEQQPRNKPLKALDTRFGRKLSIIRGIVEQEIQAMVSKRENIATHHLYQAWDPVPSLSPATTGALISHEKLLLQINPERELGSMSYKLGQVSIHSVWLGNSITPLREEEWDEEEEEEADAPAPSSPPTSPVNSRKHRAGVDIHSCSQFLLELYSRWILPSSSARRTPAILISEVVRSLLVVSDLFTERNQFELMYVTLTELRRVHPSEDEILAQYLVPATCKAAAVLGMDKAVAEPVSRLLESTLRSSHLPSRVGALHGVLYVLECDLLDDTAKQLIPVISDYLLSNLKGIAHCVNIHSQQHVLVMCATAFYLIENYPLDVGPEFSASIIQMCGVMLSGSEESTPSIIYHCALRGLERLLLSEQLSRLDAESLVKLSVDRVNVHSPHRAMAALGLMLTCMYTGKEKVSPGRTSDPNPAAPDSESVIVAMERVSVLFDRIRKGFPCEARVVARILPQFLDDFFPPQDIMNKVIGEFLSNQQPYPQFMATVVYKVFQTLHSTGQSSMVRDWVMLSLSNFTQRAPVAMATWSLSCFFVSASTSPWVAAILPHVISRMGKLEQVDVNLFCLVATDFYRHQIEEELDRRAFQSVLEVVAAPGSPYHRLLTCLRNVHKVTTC
* marks the source's active call; other numbers are inactive results; i = inactive; . = not tested or not shown; & = joins results of further samples. Rule as the data show it: active = inhibition above about 50%; inactive = the rest.

smiles	Pf apPOL block	mHTT CaM bind
COc1ccc(N(C(C)C(=O)Nc2ccc(OC)c(OC)c2)S(C)(=O)=O)cc1 (centres undefined)	-3	-1
OCCN1CCN(C(c2cccs2)c2ccc3cccnc3c2O)CC1 (centres undefined)	96*	100*
COc1cc(C(=O)NCc2nnnn2-c2ccc(Cl)cc2)cc(OC)c1OC	-2	-14
O=C(C1CCC1)N1CCC(c2cnn(-c3ccccc3)c2)CC1	-7	-10
C=CCC1(NC2CCCCC2)CCCCC1	-14	.
Cc1ccc(C)c(NC(=O)N2CCc3nc(-c4ccccc4)ncc3C2)c1	-10	-8
CCN(CC)CCNC(=O)C1CCN(Cc2sccc2C)CC1	-6	-3
CCC(=O)NCCc1csc(C2CCN(C(=O)c3ccc(Cl)cc3)CC2)n1	-4	19
COc1ccc(CN2CCN(c3ccccc3OC)CC2)c(OC)c1	0	-3
Cc1ccc(-n2ncc3c(NCc4ccco4)ncnc32)c(C)c1	-6	16

Compound profiles (already shown). Values in the order: Pf apPOL block	mHTT CaM bind
Profile of COc1ccc(CN2CCN(c3ccccc3OC)CC2)c(OC)c1 : 0	-3
Profile of O=C(C1CCC1)N1CCC(c2cnn(-c3ccccc3)c2)CC1 : -7	-10

Continuation.
smiles	Pf apPOL block	mHTT CaM bind
O=C(Cc1ccccc1Br)NC1(c2nc(C3CC3)no2)CCCCC1	0	-8
C=CCn1nc(C)c(Cc2c(C)nn(CC=C)c2C)c1C	4&0	11&-2
O=C(Nc1cccc(C(=O)N2CCOCC2)c1)C1CC1	-4	-6
O=C(CC(c1ccco1)S(=O)(=O)c1ccccc1)c1ccc(Cl)cc1 (centres undefined)	-1	9
COc1ccc(-c2nc3n(n2)C(c2ccccc2OC)C2=C(CCCC2=O)N3)cc1 (centres undefined)	-4	-3
CCCOc1ccc(S(=O)(=O)n2cc(Br)c(=O)[nH]c2=O)cc1	-10	3
COc1ccc(C(=O)CC2(O)C(=O)Nc3ccc(C)cc32)cc1 (centres undefined)	-2	2
CCc1onc(C)c1C1CCCN1Cc1cn[nH]c1-c1ccc(C)cc1 (centres undefined)	-2	19
CCOC(=O)c1c2c(n3ccc(C)cc13)C(=O)c1ccccc1C2=O	-16	3
COc1ccc(C=C2Oc3c(ccc(O)c3CN3CCCC(C)C3)C2=O)cc1 (centres undefined)	-12	1
CCc1ccc(C=C2Oc3cc(O)ccc3C2=O)cc1	-1	-16
COC(=O)c1sccc1-c1ccc(C=NOC(=O)c2cccs2)o1	-7	.
Cc1ccc(NC(=O)CCCN2C(=O)c3cccnc3C2=O)cc1F	-36	7
Cn1c(OCc2ccccc2)nc2c1c(=O)n(Cc1ccc(Cl)cc1)c(=O)n2C	-1	-2
Cc1nc(-c2cnccn2)sc1C(=O)NCc1ccncc1	-2	.
Cc1ccc(-c2cc3n(n2)CCCN(C(=O)c2ccoc2)C3)cc1	-2	2
CC(C)CCNC(=O)C1CCc2nc(N3CCN(C(=O)C4CCC4)CC3)sc2C1 (centres undefined)	2	5
O=[N+]([O-])c1ccc(Nc2n[nH]c(=S)s2)cc1	.	9
COc1ccc(-c2cc(-c3c(O)c(OC)c4occc4c3OC)[nH]n2)cc1OC	-2	86*
O=C(C1CCCCC1)N1CCC(c2nc(-c3ccncc3)n[nH]2)CC1	3	-14
COc1ccccc1N1CCN(C(=O)c2ccc(C)cc2Cl)CC1	0	5
Cc1ccc(C)c(N(C)C(=O)C2CCCN(c3ncnc4c3nc3n4CCCCC3)C2)c1 (centres undefined)	3	36
CCOC(=O)N1CCN(C(=O)c2nc(-c3ccc(C)cc3)n3c2CCCCC3)CC1	-1	5
COc1c(C)cc(S(=O)(=O)NC2CC(C)(C)NC(C)(C)C2)cc1C	-4	-5
N/C(=N\OC(=O)CCc1ccccc1)c1ccc(Br)cc1	-3	i
CCC(C)c1c(O)nc(SCC(=O)c2ccccc2)[nH]c1=O (centres undefined)	-7	-4
CCc1nc(C2CCCN(C(=O)C3(c4ccccc4)CC3)C2)n[nH]1 (centres undefined)	4	-9
CC(C)(C)C(=O)Nc1c2c(nn1C(C)(C)C)CS(=O)(=O)C2	-4	-2
O=S1(=O)CC=C(Cl)C1	-13	.
O=C1Nc2ccccc2/C1=C/c1nc2ccccc2c(=O)n1-c1cccc([N+](=O)[O-])c1	-7	26
COc1cc(C(=O)NCCC(=O)NCC2COc3ccccc3O2)cc(OC)c1OC (centres undefined)	-8	0
O=C(Cc1ccccc1)N1CCC(c2nc(-c3ccccc3)n[nH]2)CC1	1	7
Cc1nn(C)c(C)c1NC(=O)c1ccccc1NS(=O)(=O)c1cc(Cl)sc1Cl	-6	.
CCOC(=O)c1csc(NC(=O)NCCc2ccc(OC)cc2)n1	-2	-11
CCc1ccccc1NC(=O)N1CCOc2ccc(C)cc21	-8	-1
COc1ccccc1NC(=O)C1CC(=O)N(C)C(=Nc2ccc(C)c(C)c2)S1 (centres undefined)	8	16
Cc1ccc(C(=O)N2CCC3(CC2)NC(=O)N(Cc2cccc(Cl)c2)C3=O)cc1	-10	10
O=C1C(=Cc2cc3ccccc3o2)Oc2c1ccc(O)c2CN1CCN(CCO)CC1	-5	21
CCc1nc(-c2cccnc2N2CCCC(C(=O)NC3CC3)C2)no1 (centres undefined)	-1	6
O=C(CSc1ncn[nH]1)NC1CCCCC1	-94	1

Three structures already listed, ordered by length of the SMILES, rising.
smiles	Pf apPOL block	mHTT CaM bind
O=S1(=O)CC=C(Cl)C1	-13	.
COc1ccc(C(=O)CC2(O)C(=O)Nc3ccc(C)cc32)cc1 (centres undefined)	-2	2
O=C(Cc1ccccc1)N1CCC(c2nc(-c3ccccc3)n[nH]2)CC1	1	7

Carrying on.
smiles	Pf apPOL block	mHTT CaM bind
COc1ccc(N/C=C(\C#N)c2nc(-c3ccc(C)c(C)c3)cs2)cc1	2	-1
CCOC(=O)c1cnn(-c2cc(C)nc3c(C)c(-c4ccc(OC)c(OC)c4)nn23)c1N	-7	11
N#C/C(=C\c1cc(Cl)cc(Cl)c1O)c1nc2ccccc2[nH]1	-3&-3	5&0
NC1=NC(=O)C2(COC(c3ccccc3Cl)OC2)S1 (centres undefined)	-5	-4
CCOC(=O)CCC(=O)N1CCN(C2=NN=C(c3ccccc3)CS2)CC1	-2	32
CC1(C)SCC2C(=O)N3C(CSC3(C)C)C(=O)N21 (centres undefined)	-42	8
O=C1C2N=NN(c3ccc(Cl)cc3)C2C(=O)N1c1ccccc1 (centres undefined)	-2	-12
CSCCC(NS(=O)(=O)c1ccccc1F)C(=O)O (centres undefined)	4	-1
CNC(=O)N1CCCC(c2cccc(C(=O)NCc3ccccc3F)c2)C1 (centres undefined)	-4	1
Cc1cc(C)c(S(=O)(=O)N=C2C=CC(=O)c3ccccc32)c(C)c1	0	66*
O=C(CN(c1cccc([N+](=O)[O-])c1)S(=O)(=O)c1ccccc1)Nc1ccccc1F	-1	9
CCC(C)Nc1nc(-c2ccc(C)cc2)nnc1C (centres undefined)	0	0
O=C(NC1CCCCC1)c1ccc(CNc2ccccc2)o1	-10	7
CC12CCC(C(=O)Nc3ccc(Cl)cc3)(C(Br)C1=O)C2(C)C (centres undefined)	6	3
CCCCN1CC(CO)Oc2cccc(F)c2S1(=O)=O (centres undefined)	1	-6
N/C(Cc1cccs1)=N\OC(=O)COc1ccc(Br)cc1	-43	i
O=C(N1CCOCC1)C(O)(c1ccccc1)c1ccccc1	-5	-3
COc1ccccc1OCC(=O)Nc1sc(C)c(C)c1C(N)=O	-11	10
O=C(c1cc([N+](=O)[O-])ccc1F)n1nnc2ccccc21	-4	1
Clc1ccc(Cl)c(SCCc2ccncc2)c1	11&-29	-23&-23
O=C(C1CCCC1)N1CCC2(CC1)NCC(=O)N2Cc1cccc(C(F)(F)F)c1	1	11
CCOc1ccccc1NC(=O)CC1Nc2cc(C)c(C)cc2NC1=O (centres undefined)	5	21
CC(C)c1ccc(C(=O)NCCc2ccccc2)cc1	-1	-17
O=[N+]([O-])c1ccc(CSc2nnc(-c3ccco3)o2)cc1	11	-5
COc1ccc(-n2nc(C(=O)N(C)c3ccc(Cl)cc3)c3ccccc3c2=O)cc1	-5	22
O=C(NCC1CCCO1)c1ccc(-c2cncnc2)nc1 (centres undefined)	2	-8
CCNC(=O)NCCC1CCN(S(=O)(=O)c2ccc(F)cc2)CC1	-2	29
Clc1cc2c(cc1CSc1nc3ncccc3[nH]1)OCO2	-2	-7
NC(=O)c1c(NC(=O)c2cccs2)sc2c1CCCC2	-3	-2
CCN(CC)C(=O)C1CCCN(Cc2cccc(F)c2)C1 (centres undefined)	-4	-4
COc1ccc(OCC(=O)O)cc1	-7	-4
O=C1NC(=Nc2ccc(F)cc2)S/C1=C/c1cccs1	1	12
COc1ccc(-n2nc(C(=O)N3CCC(C(N)=O)CC3)c3ccccc3c2=O)cc1	-5	-14
Cc1ccc(F)cc1N1C(=O)CSC1c1ccc(F)c(F)c1 (centres undefined)	-3	-7
CC(=O)NS(=O)(=O)c1ccc(NC(=O)C2CC=CCC2C(=O)O)cc1 (centres undefined)	-4	-3
COc1ccc(/C=C/C2=NC(=C\c3cccc(F)c3)/C(=O)O2)cc1	-5	10
Oc1ccc(Br)cc1C=NCc1ccccc1	4	18
Cc1nn(C2CCS(=O)(=O)C2)c2nc(-c3ccc(F)cc3)cc(C(=O)N3CCCC3)c12 (centres undefined)	-6	0
C=CCc1c(C)nc2nc(SCC(=O)NCCc3ccccc3)nn2c1C	-9	48
COc1ccc(OC)c(S(=O)(=O)N2CCc3nc[nH]c3C2)c1	-6	-1
CC(C)(C)c1ccc(OCC(O)CN)cc1 (centres undefined)	-10&-2&-7	-2&-17&0
O=C1CC(c2ccccc2)=NN1c1ccccc1	2	.
CCC(C(=O)O)N1C(=O)NC2C1N(C)C(=O)N2C (centres undefined)	.	-2
N#CCC(Cc1ccccc1)c1ccc2c(c1)OCO2 (centres undefined)	12	-26
CC(C)C(=O)NCCC1CCN(C(=O)c2ccccc2)CC1	-3	3
CNC(=O)c1cc(N(C)C)nc2ccc(F)cc12	-6	-2
COc1ccc(OCC(=O)Nc2cc(-c3nc4ncccc4o3)ccc2Cl)cc1	-8	3
COc1cccc(CNC(=O)N2CCC(c3cc(-c4cccc(OC)c4)n[nH]3)CC2)c1	-2	31
CC1CCN(c2nc(=O)[nH]c(=O)[nH]2)CC1	.	-5
COc1ccccc1CNC(=O)CN1CCN(c2ccccc2F)C1=O	-6	-6

New compounds follow
smiles	Pf apPOL block	mHTT CaM bind
CN1CCN(CCOCCOc2ccccc2-c2ccccc2)CC1	-4	21
COc1ccccc1CNC(=O)c1ccc2c(c1)CC(=O)N2C	-2	5
CC(C)c1ccc(C2C3CN(C)CC=C3C(C#N)=C(N)C2(C#N)C#N)cc1 (centres undefined)	-2	9
CC(C)n1c(=O)c(N2CCN(C(=O)c3ccccc3Cl)CC2)nc2ccncc21	-9	-1
CCOc1cc(C2Nc3ccccc3NC3=C2C(=O)CC(c2cccs2)C3)ccc1OC (centres undefined)	14	12
CC(C)C(=O)NC(Cc1ccccc1)c1nnc(N2CCCC2)o1 (centres undefined)	-2	-2
COc1ccccc1CNC(=O)C1CN(C(=O)c2ccncc2)CC12CCCCC2 (centres undefined)	-4	5
Cc1cccc2c1NC(=O)C(c1ccccc1)C2=O (centres undefined)	-5	.
CCOc1ccc(-n2nc(C(=O)Nc3cc(C)ccc3OC)c3ccccc3c2=O)cc1	13	-4
CCCC(=O)Nc1nc2ccc(S(=O)(=O)NC(=O)CCC)cc2s1	3	-9

Looked up one by one from above, 3 records:
smiles	Pf apPOL block	mHTT CaM bind
COc1ccccc1CNC(=O)C1CN(C(=O)c2ccncc2)CC12CCCCC2 (centres undefined)	-4	5
CC(C)C(=O)NC(Cc1ccccc1)c1nnc(N2CCCC2)o1 (centres undefined)	-2	-2
COc1ccccc1CNC(=O)c1ccc2c(c1)CC(=O)N2C	-2	5

Other entries:
smiles	Pf apPOL block	mHTT CaM bind
CCC(=O)N1CCc2sc(S(=O)(=O)Nc3cc(C)ccc3F)cc2C1	-4	17
O=C(NCC1CCCO1)N1CCc2c(nc3cc(-c4ccccc4Cl)[nH]n3c2=O)C1 (centres undefined)	-3	28
CN(CC#N)C(=O)c1ccc(N2CCc3ccccc32)s1	-6	-12
CCSc1nnc2c(n1)OC(c1ccco1)N(C(=O)CC)c1ccccc1-2 (centres undefined)	-16	6
Cc1cccc(-n2nc3c(c2NC(=O)c2ccc(Br)o2)CSC3)c1	-10	64*
Cc1ccccc1NC(=O)C1(S(=O)(=O)c2ccc(Cl)cc2)CC1	6	-9

2 entries from above, with two lines to a compound:
Value order – Pf apPOL block | mHTT CaM bind
Cc1cccc(-n2nc3c(c2NC(=O)c2ccc(Br)o2)CSC3)c1
    -10 | 64*
Cc1ccccc1NC(=O)C1(S(=O)(=O)c2ccc(Cl)cc2)CC1
    6 | -9
